Compound activity from PubChem.
NLRP3 yeast inh = inhibitors of NALP3 inflammasome in yeast. Yeast reconstituted NLRP3/ASC/caspase-1, beta-gal luminescence, 24 h. inhibition, % at 10 µM. 0.39% of 330,000 active. AID 2825;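 active means inhibition of 50% or more; inactive means inhibition below 50%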;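 further: plate controls were induced DMSO wells for no effect and uninduced yeast grown without galactose for full effect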
SENP6 inh = SENP6 protease inhibition; Recombinant SENP6 catalytic domain, aminoluciferin luminescence; inhibition, % at 10 µM; 1.8% of 330,000 active; AID 2599;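 active means inhibition above about 50% at the single tested dose, limit read from the data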;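 further: plate controls were DMSO wells with enzyme for no effect and DMSO wells lacking enzyme for full effect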
PfG6PD inh = PfG6PD (Plasmodium falciparum) enzyme inhibition | PfGluPho enzyme, NADPH resazurin-diaphorase fluorescence | inhibition, % at 20 µM | 0.78% of 350,000 active | AID 504690;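 active means inhibition reaching at least a set limit at 20 µM in the primary screen, cut at about 59% in these data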;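 further: 0% = DMSO wells with substrate and 100% = DMSO wells lacking glucose-6-phosphate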
SENP1 FRET inh = blocks the human SENP1 SUMO protease catalytic domain; Q9P0U3; recombinant SENP1 catalytic domain, CyPet-SUMO1-YPet FRET cleavage; inhibition, % at 10 µM; 0.21% of 360,000 active;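 active means inhibition at least 30% at 10 µM, raw YFP signal under a set limit, fluorescence ratio 0.5 to 1.5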;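 further: 0% = enzyme with DMSO and 100% = no enzyme wells; some results filed as inactive read as strong as hits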
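Test system: recombinant human SENP1 catalytic domain, His6-tagged / Medium: pH 8 Tris buffer with EDTA, NaCl, BME, BSA, NP40, catalase / Also added: SUMO1 FRET substrate flanked by Cypet and Ypet, 25 nM / Times: 50 min reaction at room temperature / Signal: FRET, CFP and YFP emission / Control set: no-enzyme low control and enzyme-plus-DMSO high control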
Apaf-1 inh = blocks human Apaf-1 apoptosome activity; reconstituted apoptosome caspase-3 activity, DEVD-Rh110 fluorescence; O14727; 0.71% of 330,000 active; inhibition, % at 20 µM; AID 489030; active means inhibition of at least 40% at 20 µM;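 further: plate controls were DMSO wells for no effect and DEVD-CHO caspase inhibitor wells for full effect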
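Assay system: Apoptosome proteins | Medium: pH 7.5 Hepes buffer with CHAPS, BSA, DTT | Also added: Cytochrome c and DEVD-Rh110 substrate | Times: 30 min plus 50 min, RT | Detection: Rhodamine 110 fluorescence at Ex 480/Em 540 nm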
SENP8 block-1 = inhibitors of human SENP8 protease; recombinant SENP8, Nedd8 substrate fluorescence; AID 602440; 0.64% of 360,000 active; inhibition, % at 20 µM; Q96LD8; in the data active means inhibition mostly above about 40%, no sharp cut-off; inactive means mostly below about 27%
HKDC1 inh = blocks human hexokinase HKDC1 activity | recombinant HKDC1, G6PDH/diaphorase resazurin coupled fluorescence | inhibition, % at 20 µM | 0.16% of 340,000 active;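 active means inhibition above about 35% when tested at 20 µM, limit read from the data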;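 further: plate controls were DMSO wells with enzyme for no effect and DMSO wells lacking enzyme for full effect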
Target sequence (Q2TB90 whole entry, looked up): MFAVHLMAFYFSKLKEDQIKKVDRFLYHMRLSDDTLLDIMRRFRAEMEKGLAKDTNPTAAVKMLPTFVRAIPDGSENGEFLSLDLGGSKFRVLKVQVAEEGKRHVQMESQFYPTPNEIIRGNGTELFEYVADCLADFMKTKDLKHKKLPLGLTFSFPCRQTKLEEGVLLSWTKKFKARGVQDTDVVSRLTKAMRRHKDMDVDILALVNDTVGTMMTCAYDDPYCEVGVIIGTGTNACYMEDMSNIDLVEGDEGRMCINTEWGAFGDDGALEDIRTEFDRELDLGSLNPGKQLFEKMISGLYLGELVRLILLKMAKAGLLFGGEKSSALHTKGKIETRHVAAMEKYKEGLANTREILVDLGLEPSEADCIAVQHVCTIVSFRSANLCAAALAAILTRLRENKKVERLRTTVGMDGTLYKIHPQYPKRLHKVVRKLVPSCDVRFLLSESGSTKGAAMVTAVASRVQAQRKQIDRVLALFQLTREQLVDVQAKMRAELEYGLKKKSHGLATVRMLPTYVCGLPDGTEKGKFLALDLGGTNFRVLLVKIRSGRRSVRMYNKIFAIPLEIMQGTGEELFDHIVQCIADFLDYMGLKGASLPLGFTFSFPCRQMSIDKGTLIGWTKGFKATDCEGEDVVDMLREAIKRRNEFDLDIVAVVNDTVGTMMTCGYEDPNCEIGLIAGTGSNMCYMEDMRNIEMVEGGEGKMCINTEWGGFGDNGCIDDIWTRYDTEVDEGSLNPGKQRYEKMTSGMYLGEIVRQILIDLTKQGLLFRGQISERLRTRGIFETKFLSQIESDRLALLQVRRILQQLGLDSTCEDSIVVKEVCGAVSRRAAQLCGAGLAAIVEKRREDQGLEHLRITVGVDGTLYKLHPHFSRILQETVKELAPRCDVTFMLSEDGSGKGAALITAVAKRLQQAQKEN
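Test system: HK5 enzyme. Quantity: 5 µg/mL HK5 final. Reagent: glucose and ATP substrates. Schedule: 90 min reaction incubation at room temperature, dark. Technique: resazurin-to-resorufin fluorescence via G6PDH and diaphorase coupling, 525/613 nm. Control set: DMSO wells with and without enzyme mix.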
SENP7 block = SENP7 protease inhibition; Q9BQF6; recombinant SENP7, Z-RLRGG-aminoluciferin luminescence, 40 min; inhibition, % at 5 µM; 1.5% of 330,000 active; AID 434973;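 active means inhibition above about 50% at the single test dose, limit read from the data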;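 further: plate controls were DMSO with enzyme for no effect and no enzyme buffer wells for full effect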
SENP8 block-2 = blocks the human protease SENP8; purified SENP8, Z-RLRGG-aminoluciferin cleavage, luminescence; Q96LD8; inhibition, % at 10 µM; AID 2540; 1.2% of 330,000 active; in the data active means inhibition above about 50%
The depositor's hits bear a star; i = inactive; nt = not tested or not shown.

canonical_smiles,SENP7 block,Apaf-1 inh,SENP8 block-2,SENP8 block-1,SENP6 inh,HKDC1 inh,PfG6PD inh,SENP1 FRET inh,NLRP3 yeast inh
COc1ccc(C2C3=C(N=C4SCC(=O)N42)c2ccccc2CC3)cc1 (stereo not given),3,12,7,-178,3,12,12,-9,8
CCN(CC)CCN=C1CCCc2ccccc2N1,2,-6,-8,22,1,-8,2,2,16
O=C(CCc1ccccc1Cl)Nc1ccc(S(=O)(=O)Nc2nccs2)cc1,-13,7,-18,5,-8,4,-38,2,-7
NC(=O)C1CCN(C(=O)Cn2cccc2C(=O)c2ccccc2)CC1,0,5,-8,16,-13,-4,8,1,10
Cc1ccccc1C(=O)NC1CC2CCC(C1)N2Cc1ccccc1 (stereo not given),-9,0,-2,8,-5,5,-5,4,23
O=C(NC1CCCC1)C(c1ccncc1)N(C(=O)c1csnn1)c1ccc(Cl)cc1 (stereo not given),-2,1,-4,3,-8,-4,-6,1,8
CSc1ccc(CN2CCc3c([nH]c4ccccc34)C2)cc1,3,10,9,12,-11,-1,15,-1,13
COc1ccc(C(=O)NC2CC3CCCC(C2)N3Cc2ccccc2)cc1 (stereo not given),-8,-5,-2,29,-12,-9,-6,1,3
CCN(C(=O)CN1CCN(c2ccccc2O)CC1)c1c(N)n(Cc2ccccc2)c(=O)[nH]c1=O,-8,2,0,15,-1,14,-5,-3,20
Cc1cc(NC(=O)C2CC(c3c(F)cccc3Cl)=NO2)n(-c2ccccc2)n1 (stereo not given),4,-8,4,10,-10,-5,10,-1,12
CCc1nccn1CCC(=O)NC1CC(C)(C)Cc2c1cnn2-c1ccc(C)cc1 (stereo not given),6,15,-4,12,0,-6,-14,0,5
Cc1cccc(NC(=O)CN(C)CC(=O)NC(c2ccccc2)c2ccccc2)c1C,-8,25,-15,4,-8,-2,13,1,10
O=C(C1CCCN(S(=O)(=O)c2ccc(Cl)cc2)C1)N(Cc1cccs1)C1CC1 (stereo not given),3,17,-1,-1,-2,5,32,1,-2
CCN1C(=O)[C@H]2[C@H]3[C@H](O)[C@H](O)C/C(=N\O[C@H](C)c4cn([C@H](CO)Cc5ccccc5)nn4)[C@@H]3CC[C@H]2C1=O,8,-7,-1,nt,-12,nt,nt,nt,-3
Cc1cccc(OCC(=O)NC2CC(C)(C)NC(C)(C)C2)c1,2,0,5,18,-7,-3,-4,1,6
Cc1ccc(CCN2C(Nc3ccccc3)=NC[C@@H]2C)cc1,5,0,7,24,3,-6,0,-1,-4
CCN(CC)S(=O)(=O)c1cccc(-c2nnc(SCCCC(=O)c3ccc(F)cc3)o2)c1,-1,15,-6,4,-3,1,13,0,10
COc1ccc(COC(=O)CCc2c[nH]c3ccccc23)cc1F,-3,12,-9,7,-10,0,21,0,32
Cc1cc(=O)n(C(C)Cc2ccccc2)n1C(C)Cc1ccccc1 (stereo not given),nt,nt,nt,9,nt,2,10,2,nt
Cc1ccc(NC(=O)CSc2nnc(-c3ccco3)o2)cc1,-6,-15,3,13,7,-2,11,-2,21
Cc1nnc(NC(=O)CSc2ccc(-c3cccnc3)nn2)s1,-4,-18,-7,9,-25,-7,18,2,5
O=c1o[nH]c(-c2ccccc2)c1C1=NCCCCC1,2,4,2,13,-3,1,13,2,5
Cc1nnc(NC(=O)CSc2nc3ccccc3[nH]2)s1,-2,-6,-8,11,-7,-6,-7,1,6
Cc1ccc(S(=O)(=O)Nc2ccc3c(c2)OCCO3)cc1C,10,2,-5,12,0,3,-5,3,2
C/C(NCCCn1ccnc1)=C(\C#N)C(N)=O,1,5,-10,6,-2,-6,3,1,-13
CCN1CCN(C(=O)Cn2cnc3sc(C)c(S(=O)(=O)N4CCN(c5ncccn5)CC4)c3c2=O)CC1,-3,1,-1,-16,-24,2,-5,-1,10
CCN(CC)CCCNC(=O)CSc1nc2c(c(C(F)(F)F)n1)CCc1ccccc1-2,-8,13,0,-18,-16,-6,-10,2,5
COc1ccc(CNC(=O)CSc2nc(-c3ccccc3)cc(-c3cccs3)c2C#N)cc1,0,-8,-14,-257,-21,-6,-6,-2,19
CCN(CC)S(=O)(=O)c1ccc(C(=O)NCCCN=C2NS(=O)(=O)c3ccccc32)cc1,4,-7,-5,10,-6,-4,-3,2,9
NC(=O)COc1ccccc1C1=NO[C@@](CC(=O)O)(C(=O)Nc2ccc3c(c2)OCCO3)C1,-5,5,-13,7,-19,12,-7,1,-19
C/C(=N\NC(=O)COc1ccc(C#N)cc1)c1ccccc1OC(F)F,3,0,-11,12,-39,-19,-24,1,5
Cc1ccccc1-n1cnnc1SCC(=O)N1CCN(c2ccccc2)CC1,8,11,3,22,-21,1,22,1,11
CCOc1ccc(OCc2ccc(C(=O)N3CCCC(C)C3)cc2)cc1 (stereo not given),1,18,1,2,-3,1,-15,0,39
CNC(=O)[C@@H]1CCC(=O)N1,-12,1,-10,26,-14,-5,-9,2,10
O=c1[nH]c(CSc2nc(-c3ccccc3)cs2)nc2ccccc12,1,2,-2,12,4,10,32,1,27
O=C(OCC(=O)N(Cc1ccccc1)Cc1ccccc1)c1ccccc1NCCO,14,28,-16,i,-4,-4,10,-7,15
O=C(CCC(=O)c1ccc(Cl)cc1)OCn1nnc2ccccc2c1=O,2,5,2,10,9,-2,3,1,13
COc1cc(S(=O)(=O)N2CCN(C)CC2)c(OC)cc1Cl,-13,5,-6,21,1,0,-13,4,2
CCN(CC)c1ccc(C(=O)OCC(=O)N2CCN(c3ccccc3)CC2)cc1,-3,12,-8,-8,0,-7,0,0,10
C=CCNC(=O)c1c(Cl)cccc1Cl,2,-2,5,11,7,-9,-25,3,-2
Cc1ccc(C)c(NS(=O)(=O)c2ccc(-c3ccc(=O)[nH]n3)o2)c1,7,-1,3,-15,9,-6,-6,0,15
Cc1cc(C)n(CCC(=O)N/N=C/c2ccc(Cl)c([N+](=O)[O-])c2)n1,-5,-1,-11,36,-19,0,3,1,7
COc1ccccc1NS(=O)(=O)c1cc(NC(=O)c2ccc(Cl)nc2)ccc1Cl,-5,15,5,2,-3,-2,13,0,-3
Cc1ccc(S(=O)(=O)NCC(=O)OCC(=O)Nc2cccc(S(=O)(=O)N3CCOCC3)c2)cc1,-15,-5,9,16,-4,4,3,2,12
CCCC(=O)Nc1nn(CCC)c2nc3ccccc3cc12,-6,4,-10,-206,-16,5,-4,-30,31
N#C/C(=C\c1cn(Cc2ccccc2)c2ccccc12)C(=O)NCc1ccco1,-8,1,-13,-62,-18,-3,-3,-69,4
CCOC(=O)c1[nH]c2ccccc2c1N=CN(C)C,-8,4,-11,-186,-14,-8,-4,-17,-10
CCCOc1ccc(CSc2ncn[nH]2)cc1,-2,10,-1,31,13,1,0,1,23
Cc1ccc(/C=N/n2c(C)cc(C)c(C#N)c2=O)cc1,-4,3,2,8,8,5,-3,3,14
CCOc1ccccc1NC(=S)N1CCCc2ccccc21,-4,9,-10,2,-10,10,24,1,3
Cc1cc(C)cc(OC(=O)CCN2C(=O)c3ccccc3C2=O)c1,10,5,9,16,-13,1,8,-1,13
O=C(O)CC1S/C(=N\N=C/c2ccccc2O)N(c2ccc(O)cc2)C1=O (stereo not given),-9,13,-5,-14,-29,-3,-22,-13,8
COCCSc1ccccc1C(=O)Nc1nncs1,6,1,-2,28,1,6,2,2,16
CSc1ccc(Cl)c(C(=O)N2CCN(c3ncccn3)CC2)c1,-2,-8,2,-33,-3,-1,-10,1,8
Cc1cccc(N/C(N)=N/c2nc(C)cc(=O)[nH]2)c1,7,6,-4,2,16,-7,-2,3,10
O=C(Cn1cnc2ccccc21)Nc1ccc(F)c(F)c1,-2,5,-4,5,-10,-8,-9,-2,10
CC1CCC(C(C)C)C(=O)/C1=C/c1ccc(N)cc1 (stereo not given),-6,19,-1,-70,-2,1,13,-57,29
COc1ccc(Cc2nc3ccc(C(=O)N4CCC[C@H]4CO)cc3o2)cc1,8,5,-11,6,-14,-2,1,1,9
CC(=O)Nc1c(NC(C)(C)C)c2ccccc2oc1=O,4,-2,0,5,2,-10,-7,4,15
CCn1cnc2cc(NC(=O)COc3ccc(C)cc3)ccc21,nt,nt,nt,12,nt,-2,-1,0,nt

Following part:
canonical_smiles,SENP7 block,Apaf-1 inh,SENP8 block-2,SENP8 block-1,SENP6 inh,HKDC1 inh,PfG6PD inh,SENP1 FRET inh,NLRP3 yeast inh
O=C(O)CN1CCN(Cc2ccc(F)cc2Cl)C1=O,5,-24,1,23,4,-8,-6,0,-12
COC(=O)C1(CCSC)NC(c2ccco2)C2C(=O)N(C)C(=O)C21 (stereo not given),-2,-1,-1,17,5,-2,-12,0,0
Cc1ccc(S(=O)(=O)NCCCC(=O)O)cc1,2,-1,-2,8,-3,-5,-2,-1,15
Cc1ccc(OCC(=O)N2CCCC(CCC(=O)N(C)CCc3ccccn3)C2)cc1 (stereo not given),-6,0,10,12,4,-9,7,3,10
Cc1ccc(C(=O)ONC(=O)c2ccc(Cl)cc2)cc1[N+](=O)[O-],3,-3,3,13,-4,4,-2,2,2
CCOC(=O)C1(CCOC)CCN(Cc2ccccc2-c2ccco2)CC1,3,6,1,8,0,-9,4,-1,21
COc1ccc(S(=O)(=O)N(CCCN2CCCC2=O)Cc2cc3c(C)ccc(C)c3[nH]c2=O)cc1,-3,14,-9,-410,-8,-1,8,0,14
CC(C)CNC(=O)CC(=O)NN=C1CCCC1,5,9,-11,17,-4,-8,-7,3,-4
CC(=C/c1ccccc1)/C=N/NC(=O)c1ccccn1,81*,-4,61*,-36,69*,-3,-7,1,31
CCOC(=O)C(=O)Nc1cc(Cl)ccc1C,19,-54,3,9,9,-5,-8,3,5
CCn1c(=O)n(CC)c2cc(N3CCCC3)c(NC(=O)c3cc(Cl)ccc3OC)cc21,12,35,0,21,-18,0,32,2,12
CC[C@H](C)[C@H]1CNC(=S)N1CC1CCN(CCC23CC4CC(CC(C4)C2)C3)CC1,nt,nt,nt,4,nt,-3,11,-2,nt
COC(=O)CCCCCN1C(=O)/C(=C\c2ccncc2)SC1=S,-9,12,-7,35,-7,11,2,1,7
Cn1c(SCC(=O)N2CCOCC2)nc2cccnc21,-1,-8,-2,6,-6,1,-4,0,11
CCc1ccc(N=C2NC(=O)CS2)cc1,-13,-2,-10,5,-16,-5,2,-3,15

A different layout for some results above:
Molecule: O=C(NC1CCCC1)C(c1ccncc1)N(C(=O)c1csnn1)c1ccc(Cl)cc1 (stereo not given)
  SENP7 block: -2
  Apaf-1 inh: 1
  SENP8 block-2: -4
  SENP8 block-1: 3
  SENP6 inh: -8
  HKDC1 inh: -4
  PfG6PD inh: -6
  SENP1 FRET inh: 1
  NLRP3 yeast inh: 8

Molecule: COc1ccc(C(=O)NC2CC3CCCC(C2)N3Cc2ccccc2)cc1 (stereo not given)
  SENP7 block: -8
  Apaf-1 inh: -5
  SENP8 block-2: -2
  SENP8 block-1: 29
  SENP6 inh: -12
  HKDC1 inh: -9
  PfG6PD inh: -6
  SENP1 FRET inh: 1
  NLRP3 yeast inh: 3
